Pf apPOL inh: Pf-apPOL inhibitors, biochemical, fluorescence | Recombinant Pf-apPOL, molecular beacon fluorescence, 1.5 h | inhibition, % at 10 µM | 210,000 compounds, 0.25% hits | AID 1794808, 2022
mHTT CaM bind: mutant huntingtin-calmodulin interaction inhibitors – biochemical, AlphaScreen, primary screen. 190,000 compounds, 3.6% hits. inhibition, % at 15 µM. AlphaScreen His-mHTT/GST-CaM binding, luminescence. AID 1671202, 2021. P42858;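 further: 0% = both proteins with DMSO and 100% = one protein alone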
Active calls of the source: *; i = inactive; nt = not tested or not shown; & = joins results of further samples. No stated cut-off is given here; in the data, active means inhibition above about 50%; inactive means the rest.

SMILES	Pf apPOL inh	mHTT CaM bind
O=C(c1cc(-c2ccc(Cl)s2)nc2ccccc12)N1CCOCC1	-1	2
COc1ccccc1-c1noc(C2CCCN2C(=O)c2ccc(C#N)cc2F)n1 (stereo not drawn)	2	-4
CCOc1ccc2c(c1)OC(=CC1=Cc3ccccc3OC1)C2=O	-6	9
CC(=NOCc1cccc(C(=O)N=S(C)(=O)c2ccccc2)c1)c1ccc(Cl)cc1 (stereo not drawn)	-7	nt
CCOc1ccc(-c2cc3n(n2)CCCN(S(=O)(=O)c2cnn(CC)c2)C3)cc1	-10	13
COC(=O)c1scc(C)c1Cl	-15	nt
CC(=O)Nc1ccc(S(=O)(=O)Nc2ccc3c(c2)OC(C)(C)O3)cc1	-1	4
O=[N+]([O-])c1cc2c(cc1CNc1ccc3cn[nH]c3c1)OCO2	-1	45
CS(=O)(=O)Nc1ccccn1	-4	-5
O=[N+]([O-])c1cccc(N(CC(O)Cn2cnc3ccccc32)S(=O)(=O)c2ccccc2)c1 (stereo not drawn)	-15	33
CC(C(O)c1ccc(O)cc1)N1CCC(Cc2ccccc2)CC1 (stereo not drawn)	-9	nt
Cn1ncc(C(=O)ON=C(N)c2ccccc2)c1-n1cccc1	-6	nt
COc1cccc(/C=C2/SC(=Nc3ccccc3)NC2=O)c1OC	-2	25
Cc1ccc(NC(=O)c2cc(N3C(=O)CCC3=O)ccc2Cl)cc1Cl	-9	2
CCCC(=O)NC(c1ccco1)c1cc([N+](=O)[O-])c2cccnc2c1O (stereo not drawn)	5&3	100*
CCOc1cc(CN2CCCCCC2)ccc1OC	-3	-8
Nc1nc(CC(=O)N2CCN(c3ccccc3)CC2)cs1	-7	-14
CC(=O)Nc1ccc(S(=O)(=O)Nc2ccccc2N2CCNC(=O)C2)cc1	-112	-3
CCSc1nnc2c(n1)OC(c1ccsc1)Nc1ccccc1-2 (stereo not drawn)	1	-7
Cn1cc(C2=CCN(S(=O)(=O)Cc3ccccc3)CC2)c2cccnc21	-7	7
COc1cc(C(=O)Nc2cc3nn(-c4ccccc4)nc3cc2C)cc(OC)c1OC	2	20
Cc1sc(NC(=O)C(C)Oc2ccc(Cl)cc2Cl)c(C(N)=O)c1C (stereo not drawn)	-17	1
CN1C(=O)C2CCCCN2c2ccc(C(=O)NCCN3CCCC3)cc21 (stereo not drawn)	-2	20
COc1cc(C(=O)Nc2ccc(C)cc2[N+](=O)[O-])c(Br)c(OC)c1OC	0	-4
O=C(CC1CCCCC1)N1CCCC(COc2cccc(C(=O)N3CCCCC3)c2)C1 (stereo not drawn)	0	34
CC(=O)N1CCN(CC(O)COc2ccc(Br)cc2)CC1 (stereo not drawn)	-2	1
COC(=O)c1ccccc1SC(CC(=O)c1ccccc1)c1ccc(F)cc1 (stereo not drawn)	-1&2	nt
O=C(NCc1ccco1)/C(=C\c1cccs1)NC(=O)c1cccs1	-3	2
CCOC(=O)C(=CC=C(c1ccccc1)N(C)C)C(=O)OCC	-15	nt
Cc1ccc(O)c(C2=NCCNC(C(F)(F)F)=C2)c1	1	10
Cc1ccccc1-n1nc2c(c1NC(=O)c1cccc(Cl)c1)CS(=O)(=O)C2	1	-1
Clc1nc2ccccc2nc1-c1ccccc1	nt	-27
CC(=O)Nc1cccc(N2CC(C(=O)Nc3cc(F)ccc3F)CC2=O)c1 (stereo not drawn)	-6	-5
Nc1c(C(=O)NCc2cccs2)nnn1Cc1ccccc1Cl	-8	-20
CCOCCCNC(=O)C1CCN(c2nnc3c(Cl)cccn23)CC1	-5	1
CCCNC(=O)c1cc(C)nc2ccc(Cl)cc12	-3	2
C(=Nc1ccc2[nH]ncc2c1)c1ccc2c(c1)OCO2	nt	28
CCOc1ccc(/C=C/C(=O)Nc2ccc(Cl)cn2)cc1	4	18
COc1cc2sc(C(=O)N(C)Cc3ccccc3)c(Cl)c2cc1OC	2	24
C1CCC(CN2CCOCC2)CC1	-4	-3
COc1cc(C(=O)N2CCC(CC(=O)NCCC3=CCCCC3)CC2)cc(OC)c1OC	-3	3
Cc1ccc2nc3c(nc2c1)C(=O)c1ccccc1C3=O	-4	-1
N/C(CSc1nsc(SC/C(N)=N/O)n1)=N\O	0	i
COc1ccccc1C1(CNS(=O)(=O)c2ccc(NC(=O)C(C)C)cc2)CCOCC1	-6	-10
COc1cccc2cc(C(=O)Nc3cccc(C(C)=O)c3)c(=O)oc12	1	-4
O=C(NCc1ccc(F)cc1)C1CCN(c2ncnc3c2nc2n3CCCCC2)CC1	1	-1
CCCn1cc(C2=CCN(C(=O)Nc3ccc(C)c(F)c3)CC2)c2cccnc21	-6	11
CC1Cc2cc(/C=C3/N=C(c4ccccc4Cl)OC3=O)ccc2O1 (stereo not drawn)	-3	2
CN(C)CCCNCCCNC(=O)/C(=N\O)c1ccccn1	6	i
Cc1ccc(-c2nn(-c3ccccc3)cc2C(N)=O)cc1	12	-8
Cc1onc(-c2c(Cl)cccc2Cl)c1C(=O)NC(C)(C)CO	-3&5	-5&-4
CN1C(=O)C2(CCN(C(=O)c3cccc(Br)c3)C2)c2ccccc21 (stereo not drawn)	-6	9
COc1ccc(OC)c(Nc2nnc(-c3cc4cc(Cl)ccc4oc3=O)s2)c1	-6	2
O=C1c2ccccc2C(=O)N1CN1CCN(C(c2ccccc2)c2ccccc2)CC1	0	nt
COc1ccc(OC)c(-c2cc3ccc(O)c(CN4CCCCCC4)c3oc2=O)c1	0	-5
CC[C@@H]1C(c2cccc(C)c2)=NN(c2ccc(Br)cc2)[C@H]1C(=O)N1CCOC1=O	2	66*
CCC(C)NC(=O)NCCC1CCN(S(=O)(=O)c2ccccc2)CC1 (stereo not drawn)	2	26
COc1ccccc1C(=O)N/C(=C/c1ccc2c(c1)OCO2)C(=O)N1CCOCC1	3	1
O=C(Nc1cccc(F)c1)C1CCCN(c2nnc3ccccn23)C1 (stereo not drawn)	-3	5
O=C(NC1CC1)C1=CCN(C(=O)c2cccc(F)c2)CC1	-1	-1

Continued, starting with the last two of the part before.
SMILES	Pf apPOL inh	mHTT CaM bind
O=C(Nc1cccc(F)c1)C1CCCN(c2nnc3ccccn23)C1 (stereo not drawn)	-3	5
O=C(NC1CC1)C1=CCN(C(=O)c2cccc(F)c2)CC1	-1	-1
O=C(CC1CCCCC1)NCC1CCS(=O)(=O)C1 (stereo not drawn)	0	-8
Cc1ccccc1OCCCN1CCOCC1	3	2
COCCN1CCN(C(=O)C2CC(=O)N(c3cccc(C)c3)C2)CC1 (stereo not drawn)	-5	7
C=CCOc1ccc(/C=C2\SC(N3CCN(C(C)=O)CC3)=NC2=O)cc1	-4	0
COc1cccc(C2CC(=O)Nc3c2c(C)nn3-c2nc3ccccc3s2)c1OC (stereo not drawn)	1	-7
CC(=O)Nc1cccc(NC(=O)Cc2ccccc2)c1	-16	-6
NC(=O)Cn1cc(/C=C2\C(=O)NC(=O)N(Cc3ccco3)C2=O)c2ccccc21	-2	19
O=C1C=CC2=C3c4cc(O)c(O)cc4CC3(O)COC2=C1O (stereo not drawn)	50*	nt
O=C(CS(=O)(=O)Cc1ccccc1)Nc1nc(-c2cc3ccccc3o2)cs1	-6	1
Cc1oc(C2CCN(S(=O)(=O)c3ccc(C#N)cc3)CC2)nc1C(=O)N1CCCC1	-5	-7
CNC(=O)C[C@H]1C(=O)N(c2ccc(Br)cc2)C[C@@H]1CSC	-4	-4
COc1ccc(CNS(=O)(=O)c2ccc(F)c(C(=O)Nc3cc(C)ccc3C)c2)cc1	27	-1
COc1ccc(C2CC(=O)C=C(Nc3ccc([N+](=O)[O-])cc3)C2)cc1OC (stereo not drawn)	-4	16
COc1ccc(/C=C(\C#N)c2ccc([N+](=O)[O-])cc2)c(OC)c1	-2	3
COC(C(=O)Nc1ccc([N+](=O)[O-])cc1)c1ccccc1 (stereo not drawn)	-4	-2
CC1CCCC(NC(=O)c2cc(=O)[nH]c3ccc(S(=O)(=O)N4CCCC4)cc23)C1C (stereo not drawn)	-1	6
COc1ccc(N2CCN3c4cc(OC)ccc4CC(C(=O)NC4CC4)C3C2)cc1 (stereo not drawn)	-3	27
FC(F)(F)c1[nH]ncc1-c1nnnn1-c1ccccc1	1	nt
C#CCOCC1CCN(S(=O)(=O)c2ccccc2)CC1	-9	-15
Cc1ccc(-c2nc(CN3CCSCC3)c(C)o2)cc1	-8	8
COc1ccc(/C=C2/N=C(c3cc(Cl)ccc3Cl)OC2=O)cc1OC	6	7
CC1CCC2(CC1)NC(=O)N(CC(=O)N(C)C1CCCCC1)C2=O (stereo not drawn)	-5	-4
CCOc1ccccc1CN1CCCC1c1c(C)noc1CC (stereo not drawn)	8	-22
Cc1cccc(OCCCC(=O)Nc2ccc(N3CCOCC3)cc2)c1	-5	28
O=S(=O)(N1CCCC1)N1CCN(c2ccccc2F)CC1	nt	-4
O=S1(=O)CCSC[C@@H](CN2CCN(c3ccccc3)CC2)N1	-3	-8
COc1cc(C=C2Oc3c(CN4CCCCC4)c(O)cc(C)c3C2=O)cc(OC)c1OC	-27	-2
O=C(NC1CC2CC1N(C(=O)c1cccnc1)C2)c1cccs1 (stereo not drawn)	-4	-4
CCn1cc(C2=CCN(S(=O)(=O)c3cccc(C)c3)CC2)c2cccnc21	-11	32
CCn1c(SC)nnc1-c1nn(C)c2c1CN(C(=O)C1CC1)CC2	0	-2
COc1ncccc1CNC(=O)Cc1c[nH]c2ccccc12	-1	2
CCOc1ccc(NC(=O)C(C)Sc2nc3ccccc3[nH]2)cc1 (stereo not drawn)	-7	-6
CCn1c(SC)nnc1-c1nn(C)c2c1CN(C(=O)c1c(F)cccc1F)CC2	-16	-2
COc1ccc(CCC(=O)NCC2COC3(CCCC3)O2)cc1 (stereo not drawn)	-7	-3
Cn1nc(COCc2ccccc2)c2c1CCN(S(=O)(=O)Cc1ccccc1)C2	-6	22
COCCNC(=O)NCCC1CCN(C(=O)Nc2cccc(Cl)c2)CC1	-3	2
CCOc1ccccc1C(=O)N1CCc2nc(-c3ccc(OC)cc3)ncc2C1	-6	11
Fc1ccc(-c2cn3ccccc3n2)cc1	-3	2
O=Cc1cc(Cl)c(OCC(=O)O)c(Br)c1	-12	-4
COc1cccc(NC(=O)C(c2ccccc2)c2ccccc2)c1	-1	-7

Grouped by structure, the entries above containing an aryl methoxy group.
SMILES	Pf apPOL inh	mHTT CaM bind
COc1ccccc1-c1noc(C2CCCN2C(=O)c2ccc(C#N)cc2F)n1 (stereo not drawn)	2	-4
COc1cccc(/C=C2/SC(=Nc3ccccc3)NC2=O)c1OC	-2	25
CCOc1cc(CN2CCCCCC2)ccc1OC	-3	-8
COc1cc(C(=O)Nc2cc3nn(-c4ccccc4)nc3cc2C)cc(OC)c1OC	2	20
COc1cc(C(=O)Nc2ccc(C)cc2[N+](=O)[O-])c(Br)c(OC)c1OC	0	-4
COc1cc2sc(C(=O)N(C)Cc3ccccc3)c(Cl)c2cc1OC	2	24
COc1cc(C(=O)N2CCC(CC(=O)NCCC3=CCCCC3)CC2)cc(OC)c1OC	-3	3
COc1ccccc1C1(CNS(=O)(=O)c2ccc(NC(=O)C(C)C)cc2)CCOCC1	-6	-10
COc1cccc2cc(C(=O)Nc3cccc(C(C)=O)c3)c(=O)oc12	1	-4
COc1ccc(OC)c(Nc2nnc(-c3cc4cc(Cl)ccc4oc3=O)s2)c1	-6	2
COc1ccc(OC)c(-c2cc3ccc(O)c(CN4CCCCCC4)c3oc2=O)c1	0	-5
COc1ccccc1C(=O)N/C(=C/c1ccc2c(c1)OCO2)C(=O)N1CCOCC1	3	1
COc1cccc(C2CC(=O)Nc3c2c(C)nn3-c2nc3ccccc3s2)c1OC (stereo not drawn)	1	-7
COc1ccc(CNS(=O)(=O)c2ccc(F)c(C(=O)Nc3cc(C)ccc3C)c2)cc1	27	-1
COc1ccc(C2CC(=O)C=C(Nc3ccc([N+](=O)[O-])cc3)C2)cc1OC (stereo not drawn)	-4	16
COc1ccc(/C=C(\C#N)c2ccc([N+](=O)[O-])cc2)c(OC)c1	-2	3
COc1ccc(N2CCN3c4cc(OC)ccc4CC(C(=O)NC4CC4)C3C2)cc1 (stereo not drawn)	-3	27
COc1ccc(/C=C2/N=C(c3cc(Cl)ccc3Cl)OC2=O)cc1OC	6	7
COc1cc(C=C2Oc3c(CN4CCCCC4)c(O)cc(C)c3C2=O)cc(OC)c1OC	-27	-2
COc1ncccc1CNC(=O)Cc1c[nH]c2ccccc12	-1	2
COc1ccc(CCC(=O)NCC2COC3(CCCC3)O2)cc1 (stereo not drawn)	-7	-3
CCOc1ccccc1C(=O)N1CCc2nc(-c3ccc(OC)cc3)ncc2C1	-6	11
COc1cccc(NC(=O)C(c2ccccc2)c2ccccc2)c1	-1	-7

Source: PubChem
